MT1-MMP act inh: inhibitors of human MT1-MMP activation | P50281 | HT1080 RFP-PRO-GFP cells, GFP/RFP ratio fluorescence, overnight; percent of plate control window, DMSO zero | GFP/RFP ratio change, % at 20 µM | 360,000 compounds, 0.061% hits;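 active means GFP/RFP ratio change of at least 30% with cell ATP level not reduced by more than half and red fluorescence within 50% of control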; further: strong numbers were not always called active
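Test system: HT1080 cells expressing an RFP-PRO-GFP fluorescent reporter construct / Compound dosing: single-point 20 µM compound, 1% DMSO / Schedule: cells overnight before dosing, compound overnight, 37 °C, 5% CO2 / Evaluation: GFP/RFP fluorescence ratio / Control set: DMSO and RFP-L50D-GFP cell wells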
FAS TE block: blocks the thioesterase domain of human fatty acid synthase | P49327 | recombinant FAS-TE, OMFH fluorogenic substrate, fluorescence endpoint | inhibition, % at 15 µM | 360,000 compounds, 0.67% hits;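 active means compounds whose normalised, plate-corrected inhibition of enzyme fluorescence in the single-dose primary screen is 50% or more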;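 further: 0% = DMSO with enzyme and 100% = substrate without enzyme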
Rin1-Abl PPI inh: blocks binding of human Rin1 to Abl; 360,000 compounds, 0.4% hits; P00519+Q13671; TR-FRET Rin1/Abl binding, biochemical; inhibition, % at 7.35 µM; in the data active means inhibition above about 5%, passing the limit was not always enough
CendR NRP1 mod: modulators of CendR peptide binding to human neuropilin-1. O14786. FAM-RPARPAR peptide binding to NRP-1, fluorescence polarization. inhibition, % at 25 µM. 360,000 compounds, 0.85% hits;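 active means inhibition or corrected inhibition above about 18%, plus a signal ratio from 0.5 to 1.5, limit read from the data, passing the limit was not always enough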; further: strong numbers were not always called active
Target sequence (O14786 whole entry, looked up): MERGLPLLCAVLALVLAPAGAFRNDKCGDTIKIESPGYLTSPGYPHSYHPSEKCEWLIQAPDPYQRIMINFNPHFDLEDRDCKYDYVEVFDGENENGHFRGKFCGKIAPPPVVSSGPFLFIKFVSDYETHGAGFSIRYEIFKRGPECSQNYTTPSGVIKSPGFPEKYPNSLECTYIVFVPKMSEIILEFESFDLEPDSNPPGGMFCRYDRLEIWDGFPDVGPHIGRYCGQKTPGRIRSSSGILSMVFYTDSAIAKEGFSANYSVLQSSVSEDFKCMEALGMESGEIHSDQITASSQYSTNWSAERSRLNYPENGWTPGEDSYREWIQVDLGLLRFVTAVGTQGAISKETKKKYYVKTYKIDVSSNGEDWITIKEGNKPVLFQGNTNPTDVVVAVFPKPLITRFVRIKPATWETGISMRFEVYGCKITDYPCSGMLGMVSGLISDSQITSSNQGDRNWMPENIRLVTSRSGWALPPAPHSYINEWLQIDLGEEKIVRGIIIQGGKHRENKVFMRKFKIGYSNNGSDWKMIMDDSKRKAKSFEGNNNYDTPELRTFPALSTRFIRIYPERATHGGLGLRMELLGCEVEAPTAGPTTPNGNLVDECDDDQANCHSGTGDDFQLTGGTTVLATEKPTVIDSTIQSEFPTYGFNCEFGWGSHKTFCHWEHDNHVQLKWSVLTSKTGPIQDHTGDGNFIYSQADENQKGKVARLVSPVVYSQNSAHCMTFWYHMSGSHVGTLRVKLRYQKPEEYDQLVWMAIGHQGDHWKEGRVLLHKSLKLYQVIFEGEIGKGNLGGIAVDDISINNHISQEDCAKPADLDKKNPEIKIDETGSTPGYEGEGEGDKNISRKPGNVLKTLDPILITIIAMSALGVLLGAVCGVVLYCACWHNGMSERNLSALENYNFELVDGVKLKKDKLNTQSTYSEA
SKN-1 block: blocks SKN-1 activity in C. elegans; AID 624304; 360,000 compounds, 0.49% hits; C. elegans VP596 Pgst-4::GFP/RFP ratio, acrylamide-induced, 24 h; inhibition, % at 21.8 µM;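 active means interference check ratio from 0.5 to 1.5 plus GFP to RFP signal ratio inhibition reaching or exceeding a fixed threshold, cut at about 30% in these data, passing the limit was not always enough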; further: some compounds called inactive have numbers as strong as hits
bovine MsrA act: activates bovine MsrA enzyme | purified bovine MsrA, absorbance read-out | activation, % at 10.6 µM | 360,000 compounds, 0.3% hits | AID 602163; in the data active means activation above about 7.5%;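 further: 0% = vehicle and 100% = reference activator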
Neddylation inh: cullin neddylation inhibition; P61081+Q13564; TR-FRET cullin neddylation, biochemical; calls only at 25 µM; 360,000 compounds, 0.58% hits; in the data active means inhibition above about 36%
MLLE-PAM2 inh: blocks PAM2 peptide binding to the PABP1 MLLE domain. P11940. GST-MLLE / FITC-PAM2 fluorescence polarization. inhibition, % at 20 µM. 360,000 compounds, 0.36% hits. AID 588489; in the data active means inhibition above about 35%, passing the limit was not always enough;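 further: plate controls were DMSO wells with GST-MLLE for no effect and wells lacking GST-MLLE protein for full effect; some results filed as inactive read as strong as hits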
eLon inh: inhibitors of E. coli Lon protease | P0A9M0 | purified E. coli Lon protease, fluorescence polarization | inhibition, % at 7.94 µM | 360,000 compounds, 0.42% hits | AID 602123; in the data active means inhibition above about 13%, passing the limit was not always enough;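 further: 0% = enzyme with probe and DMSO and 100% = no enzyme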
* hit, by the source's call; i = inactive; . = no result given; + = active, no number.

SMILES	MT1-MMP act inh	FAS TE block	Rin1-Abl PPI inh	CendR NRP1 mod	SKN-1 block	bovine MsrA act	Neddylation inh	MLLE-PAM2 inh	eLon inh
Cc1ccc(CSC2=NCCN2S(=O)(=O)c2ccc(C)cc2)cc1	0.8	21.9	-2.5	-2.6	6.0	-1.6	i	-0.8	0.8
CCn1nnnc1-c1ccc(OC)c(S(=O)(=O)Nc2ccc(S(N)(=O)=O)cc2)c1	4.1	-0.7	2.2	2.4	-7.5	-3.5	i	0.1	-2.8
Cc1ccc(S(=O)(=O)N2CCN(C(=O)CSC(=S)N3CCCC3)CC2)c(C)c1	2.3	15.0	-0.4	-14.9	16.7	-1.8	i	34.6	-2.5
O=C(O)C1CCCCC1C(=O)NCc1ccc(Cl)c(Cl)c1 (stereo not drawn)	-0.8	-4.1	-1.9	11.5	5.4	-4.0	i	3.9	-7.7
CCOC(=O)N1CCN(C(=O)c2ccccc2NC(=O)c2ccccc2Cl)CC1	-2.5	-4.9	1.5	10.9	5.5	-3.2	i	-16.9	3.2
O=S(=O)(c1ccc(Cl)cc1)c1ccccn1	-4.1	-8.1	0.3	-1.6	5.7	-10.4	i	3.3	1.1
Cc1cc(S(=O)(=O)Nc2ncnc3sccc23)ccc1F	1.4	-5.0	-3.2	-0.6	10.8	2.6	i	7.6	3.5
CN1CCN(C(=O)c2ccc(CN3CCOCC3)cc2)CC1	1.1	-5.1	1.6	-12.3	20.4	-2.3	i	1.4	-7.8
Cc1ccc(-c2noc(C3CCCN(S(=O)(=O)c4ccc(S(=O)(=O)N(C)C)cc4)C3)n2)o1 (stereo not drawn)	3.8	-12.0	3.4	-0.6	13.7	-4.0	i	16.7	-8.2
CCCCn1c(=O)[nH]c(=O)c2c1nc(-c1ccccc1F)n2Cc1ccccc1OC	1.1	14.9	2.3	8.4	12.4	5.7	i	-8.2	-2.0
CCC(C)C(=O)Nc1cc([N+](=O)[O-])ccc1Cl (stereo not drawn)	1.2	5.2	0.4	-9.7	10.1	-3.9	i	2.7	7.9
O=C(NCC1OCCCN1S(=O)(=O)c1cc(F)ccc1F)C(=O)NC1CCCC1 (stereo not drawn)	1.2	-3.6	-2.4	10.4	12.9	-0.3	i	4.9	-11.4
COc1ccc(CCN2C(=O)c3[nH]nc(-c4ccccc4O)c3C2c2ccccc2)cc1OC (stereo not drawn)	2.1	-102.4	-3.3	5.6	-4.7	-7.5	i	-4.9	2.1
Nc1cccc2c1C(=O)N(C(=O)c1ccc(S(=O)(=O)N3CCCCCC3)cc1)C2=O	4.3	10.1	-2.3	-9.2	4.0	-8.6	.	12.2	11.0
CC1=C(C(=O)Nc2cc(C(=O)NCc3ccccc3)ccc2C)SCCO1	-1.9	-1.8	-2.0	0.5	-8.5	-5.3	i	4.5	-12.8
CCN1CCCC1CNS(=O)(=O)c1ccc(F)c(Cl)c1 (stereo not drawn)	2.2	-0.8	0.8	-1.4	-14.4	-2.5	i	-8.7	5.6
O=C(Oc1ccc([N+](=O)[O-])cc1)C1CC(=O)N(c2ccc3c(c2)OCCO3)C1 (stereo not drawn)	-6.2	6.9	3.7	8.4	-2.2	-9.0	i	7.9	1.0
CN(CC(=O)Nc1ccc(Cl)cc1)C1CCCCC1	-0.9	1.0	-0.2	14.9	-0.6	-0.8	i	6.7	-11.9
Cc1ccc(S(=O)(=O)N2CCC(C(=O)N[C@@H](C)C(=O)NC3CCCCC3)CC2)cc1	3.5	-2.3	-3.5	2.0	-11.4	1.7	i	-5.9	-0.3
CCC(=O)NC(NC(=O)CC)C(Cl)Cl	0.0	-6.5	4.5	-1.7	2.5	-4.9	i	-1.7	-10.9
COc1ccc(-c2cc(C(F)(F)F)nc(S(=O)(=O)CCC(=O)N3CCOCC3)n2)cc1	-2.1	-1.2	-0.5	-3.2	-18.7	-14.8	i	11.9	-6.8
CC12CCC(C(S(=O)(=O)Nc3ccccc3)C1=O)C2(C)C (stereo not drawn)	2.8	-6.8	0.0	-7.3	-7.0	-2.4	i	2.8	-11.6
CCCc1ccc(-c2ccc(/C=C/C(=O)O)cc2)nc1	1.1	-12.1	0.8	3.2	-9.8	-4.4	i	-4.0	-10.2
Cc1nn(CC(=O)NC2CCC(C)CC2)c(=O)c(C#N)c1C (stereo not drawn)	-3.0	9.2	2.4	-4.0	2.9	-4.2	i	-8.7	-9.8
COc1cc(OC)cc(C(=O)NCC(=O)OCC(=O)N2c3ccccc3NC(=O)C2(C)C)c1	-5.1	-3.4	-4.0	13.3	-10.8	-11.0	i	1.1	9.1
Cc1cc(C(=O)N/N=C2\CCCc3ccccc32)c(C)o1	7.8	-2.8	10.8*	9.1	4.7	0.9	i	5.9	-0.2
Cc1ccc(S(=O)(=O)NC(C)C(=O)NC2CC2)cc1 (stereo not drawn)	1.9	-3.6	-0.9	-8.0	11.1	-4.8	i	0.3	-4.9
COc1ccc(N(C)S(=O)(=O)c2ccc3c(c2)NC(=O)CO3)c(OC)c1	0.1	-4.8	-3.9	13.0	3.7	-0.3	i	3.9	-4.6
O=C(COc1ccccc1Cl)NCc1nc(-c2ccccc2)no1	1.0	14.1	-3.5	1.6	19.3	-3.0	i	-10.5	-10.3
Cc1cccc(N2CCN(Cc3cn(C)nc3-c3ccccc3F)CC2)n1	-6.3	-9.3	0.1	12.8	-0.9	6.1	i	-0.2	-2.1
CCn1c(SCC(=O)c2cccs2)nnc1-c1ccco1	-2.2	-3.8	2.9	-7.8	21.3	-1.8	i	17.6	1.2
CC1CCc2nc(NC(=O)C3COc4ccccc4O3)sc2C1 (stereo not drawn)	1.3	14.8	-0.6	9.5	2.4	-6.6	i	1.3	33.9*
COc1ccc(CC(N)c2csc(NC(=O)Nc3ccccc3Oc3ccccc3)n2)cc1 (stereo not drawn)	1.2	-36.0	2.8	10.4	-7.1	2.1	i	0.0	1.1
O=C(Nc1ccc(OCC(=O)N2CCN(S(=O)(=O)c3ccccc3)CC2)cc1)c1ccco1	-0.7	-3.0	-5.3	8.1	3.5	-1.1	i	2.0	-1.3
Cc1ccccc1Cn1c(C(C)O)nc2ccccc21 (stereo not drawn)	0.4	-4.8	-3.8	1.2	-21.2	-1.0	i	-3.0	0.3
N=C1C(c2nc3ccccc3[nH]2)=C(O)CN1NC(=O)c1c[nH]c2ccccc12	17.5	-0.5	-2.0	-4.7	6.5	-3.3	i	1.6	6.7
CCCCCN(C(=O)CCC(=O)OCC(=O)N(C)Cc1ccc(C)cc1)c1c(N)n(CCCC)c(=O)[nH]c1=O	-1.7	1.3	3.1	3.1	-2.2	-6.9	i	9.1	-0.6
Cc1ccc(S(=O)(=O)N(C)/N=C/c2ccc(C(=O)O)cc2)cc1	-1.1	-1.8	4.0	-20.8	7.4	-1.9	i	-8.6	-1.4
Cc1nn(S(=O)(=O)N2CCOCC2)c(C)c1Br	-0.6	-0.4	3.4	3.0	10.5	-6.2	i	-4.3	-2.8
COc1cc(C(=O)N=c2sc3c(C)ccc(OC)c3n2C)cc(OC)c1OC	0.3	15.8	-1.0	-6.1	4.1	-3.7	i	-5.8	2.4

Single records (already shown). Screens in order: MT1-MMP act inh, FAS TE block, Rin1-Abl PPI inh, CendR NRP1 mod, SKN-1 block, bovine MsrA act, Neddylation inh, MLLE-PAM2 inh, eLon inh
`N=C1C(c2nc3ccccc3[nH]2)=C(O)CN1NC(=O)c1c[nH]c2ccccc12` as listed: 17.5, -0.5, -2.0, -4.7, 6.5, -3.3, i, 1.6, 6.7
`CC1CCc2nc(NC(=O)C3COc4ccccc4O3)sc2C1` (stereo not drawn) as listed: 1.3, 14.8, -0.6, 9.5, 2.4, -6.6, i, 1.3, 33.9*
`Cc1ccc(S(=O)(=O)N(C)/N=C/c2ccc(C(=O)O)cc2)cc1` as listed: -1.1, -1.8, 4.0, -20.8, 7.4, -1.9, i, -8.6, -1.4

Remaining list, next part:
SMILES	MT1-MMP act inh	FAS TE block	Rin1-Abl PPI inh	CendR NRP1 mod	SKN-1 block	bovine MsrA act	Neddylation inh	MLLE-PAM2 inh	eLon inh
CS(=O)(=O)N(CCc1ccccc1)CC(=O)NCc1cccnc1	1.2	-6.1	-0.7	10.0	6.6	-9.0	i	-10.4	-6.5
CC(C)(C)Nc1nc(C(N)=O)nc(N2CCOCC2)n1	-5.7	-4.4	-4.3	1.5	17.9	2.6	i	8.8	-0.7
CN(CC(=O)Nc1ccccc1C(F)(F)F)C(=O)CSc1nnc(N)s1	0.6	-6.0	2.7	0.8	2.8	-3.7	i	20.6	-1.3
COc1ccc(S(=O)(=O)Nc2ccc3c(c2)C(=O)N([C@H](C)CO)C[C@H](C)[C@@H](CN(C)C(=O)Nc2ccc(C(F)(F)F)cc2)O3)cc1	4.0	22.3	2.5	10.9	9.9	-0.7	i	5.7	12.2
O[C@H]1c2ccccc2[C@H](Cc2cncs2)[C@@H]1Br	3.4	-3.0	-1.7	-1.5	-9.6	-2.2	i	1.3	1.8
C=CCOC(=O)C1=C(C)NC2(O)c3ccccc3C(=O)C12O (stereo not drawn)	0.8	-2.2	1.5	-1.5	-3.6	-2.8	i	13.3	3.5
Cc1cccn2c(=O)c(C=Nc3ccccc3)c(NCc3ccco3)nc12	-8.6	14.0	-3.5	-21.9	40.8*	0.4	i	-2.1	8.6
CC(=O)Nc1ccc(S(=O)(=O)N2CCN(c3ccc([N+](=O)[O-])c(NCCN4CCOCC4)c3)CC2)cc1	9.2	25.5	-12.4	-5.2	4.3	0.2	i	-9.6	-17.3
COc1ccc(O)c(/C=C2/SC(=S)N(Cc3ccccc3)C2=O)c1	-16.9	-45.0	0.8	122.7	-5.5	-4.0	i	-107.0	-224.6
COc1ccc(-n2nnnc2-c2ccccc2)cc1	-0.4	-8.4	-2.9	11.6	-0.6	-11.6	i	5.9	0.9

Looked up above:
`COc1ccc(CC(N)c2csc(NC(=O)Nc3ccccc3Oc3ccccc3)n2)cc1` (stereo not drawn) in eLon inh shows 1.1
`CN(CC(=O)Nc1ccc(Cl)cc1)C1CCCCC1` in CendR NRP1 mod shows 14.9

Other records
SMILES	MT1-MMP act inh	FAS TE block	Rin1-Abl PPI inh	CendR NRP1 mod	SKN-1 block	bovine MsrA act	Neddylation inh	MLLE-PAM2 inh	eLon inh
CCN1CCN(CC(=O)NC2CCCC2)C(=O)C1=O	-15.4	-2.7	1.1	5.8	6.1	-1.6	i	-8.6	0.0
CCc1cc(=O)oc2c3c(cc(OCC(=O)NCCC(=O)O)c12)OC(C)(C)CC3	2.7	-2.1	5.4	0.7	-2.1	-3.7	.	9.2	-13.0
COc1ccc(-n2c(SCC(=O)Nc3nccs3)nnc2-c2ccccc2)cc1	-2.4	-11.5	0.3	2.7	-1.4	-1.6	i	-4.8	-3.2
Nc1cccc2c1C(=O)N(Cc1cccc(Cl)c1)C2=O	-5.0	16.2	-2.1	9.4	-2.8	-7.4	.	27.9	25.8
Cc1ccc(S(=O)(=O)N(Cc2ccc(Cl)cc2)c2ccccc2C(=O)O)cc1	-4.7	-0.7	5.2	5.1	-13.0	-7.4	i	-2.4	-0.8
CCSc1nc(-c2ccccc2)c(-c2ccccc2)n1CC(O)CO (stereo not drawn)	-4.3	-1.1	2.0	13.1	1.9	-9.3	+	-9.3	2.0
CCOc1ccc2nc(N(CCCN(C)C)C(=O)c3ccc(S(=O)(=O)N4CCc5ccccc5C4)cc3)sc2c1	-0.3	-7.1	-2.7	-16.7	6.5	0.8	i	11.8	8.9
COc1ccc(OC)c(CNC(=O)C2CCN(S(=O)(=O)N3CCCC3)CC2)c1	0.8	-8.0	-4.3	5.8	10.5	4.7	i	-1.7	-13.5
COc1cccc(Cn2c(NCc3cccnc3)nc3c2c(=O)n(C)c(=O)n3C)c1	-14.0	-4.6	-0.8	3.5	9.1	-8.6	i	-2.5	4.3
